# PTHR1 agonist – agonists of human PTHR1 parathyroid hormone receptor; HEK293 GP2 PTHR1 cells, GloSensor cAMP luminescence, 1 h; Q03431; 410,000 compounds, 0.075% hits; Potency, µM (doses to about 115 µM), for inactives: top-dose activation, actives largely listed as activators; note: nearly all actives have a fitted effect of over 55% in size; some results filed as inactive show a strong effect at the top dose; inactives centre near -15; many of its hits are not listed in these tables
# Target sequence (Q03431 whole entry, looked up): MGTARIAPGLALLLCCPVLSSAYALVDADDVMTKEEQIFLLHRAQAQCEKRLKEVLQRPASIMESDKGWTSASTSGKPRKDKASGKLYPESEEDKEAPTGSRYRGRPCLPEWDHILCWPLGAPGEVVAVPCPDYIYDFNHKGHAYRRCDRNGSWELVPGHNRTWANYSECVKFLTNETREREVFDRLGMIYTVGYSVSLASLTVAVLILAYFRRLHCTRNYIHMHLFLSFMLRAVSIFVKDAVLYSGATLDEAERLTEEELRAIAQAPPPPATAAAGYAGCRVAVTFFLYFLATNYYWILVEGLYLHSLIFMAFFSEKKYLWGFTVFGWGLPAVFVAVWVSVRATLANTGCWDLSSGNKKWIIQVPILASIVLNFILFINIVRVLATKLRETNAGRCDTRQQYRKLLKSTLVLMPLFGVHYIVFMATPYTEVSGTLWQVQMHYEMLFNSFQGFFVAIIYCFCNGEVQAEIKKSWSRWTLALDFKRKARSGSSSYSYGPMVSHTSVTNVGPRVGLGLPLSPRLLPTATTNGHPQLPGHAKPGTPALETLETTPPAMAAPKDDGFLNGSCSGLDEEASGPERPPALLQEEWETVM
#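 HEK-293-derived GP2 cells expressing PTHR1 and a GloSensor cAMP reporter, 3,000/well, plated overnight, given luciferin plus IBMX (each 0.5 mM as added) for 1 h at 37 °C, then compound for 1 h at 37 °C. Luminescence was read after 15 min at room temperature.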
# TDP43 rescue – rescues yeast growth from TDP-43 toxicity; TDP-43 expressing yeast growth rescue, BacTiter-Glo, 24 h; AID 652104; 410,000 compounds, 1.8% hits; Potency, µM (highest dose often 46.1 µM), inactives show at the top dose growth rescue (activation), actives largely listed as activators; note: % of control where 0% means no effect; nearly all actives have a fitted effect of over 50% in size
#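 Readout is BacTiter-Glo luminescence of cell growth, so inhibitors register as activators. TDP-43-expressing yeast at OD600=0.02 in galactose medium, after raffinose pregrowth to mid-log, were incubated with compound for 24 hr at 30 deg C.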
# FUS suppressor – rescues growth of FUS-expressing yeast; S. cerevisiae FUS-expressing, growth rescue, OD600, 24 h; Potency, µM (doses to about 76.6 µM), inactives show top-dose growth rescue (activation), usual class: activators; 390,000 compounds, 0.24% hits; AID 1347120;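 note: plate controls were DMSO vehicle for no effect and reference control for full effect; nearly all actives have a fitted effect of over 55% in size; some results filed as inactive show a strong effect at the top dose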
#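 Yeast expressing FUS under galactose induction, OD 0.005 in 2% galactose medium; compounds in a dilution series, 24 h at 30C. Growth rescue by absorbance at 600 nm; CP55940 positive control, DMSO negative.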
# * = called active by the depositor; i = inactive; ? = inconclusive; [ ] = remark or other dose. Calls come from the whole dose curve; as a rule, active = well fitted curve in the direction sought with a large enough effect; inconclusive = small, poorly fitted or top-dose-only effect, or another doubt; inactive = no such curve, though single readings can be large; an effect the other way counts as inactive or inconclusive. Potency is the fitted concentration of half-maximal effect. The list is partial. The share of hits here may be higher or lower than overall.
SMILES,PTHR1 agonist,TDP43 rescue,FUS suppressor
CC1(C)CC(=O)c2cc(-c3nc(-c4ccc(Br)cc4)cs3)c(=O)n(-c3ccccc3)c2C1,-24%,14%,-3%
Cc1ccc2c(c1)C(c1ccc(F)cc1)N(C(=O)COc1ccc(Cl)cc1Cl)CC(=O)N2 (stereo not drawn),i,11%,?
COc1ccc(Nc2c(-c3ccsc3)nc3nc(C)cc(C)n23)cc1,i,16%,-20%
CCOc1c(CC2C(=O)Nc3ccc(Br)cc32)cccc1OC (stereo not drawn),-30%[inhibitor],11%,15%
Fc1cccc(-c2nc(-c3ccncc3)no2)c1,-36%,28%,16%
CCc1cc2c(cc3c(=O)n(CC(=O)N4CCCCC4)nc(CC)n32)s1,i,9%,16%
COC(=O)CC1Oc2ccccc2-n2cc(-c3ccccc3)nc21 (stereo not drawn),-4%,21%,18%
CC(=O)Nc1ccc(-c2nnc3n(Cc4ccc(C)cc4)c(=O)c4ccccc4n23)cc1,i,6%,3%
CCCOc1ccc(NC(=O)CC2C(=O)N(c3ccc(C)cc3)C(=O)N2CCc2ccncc2)cc1 (stereo not drawn),-5%,-8%,17%
COc1ccc(CCNS(=O)(=O)c2ccc(N3CCCCS3(=O)=O)cc2)cc1OC,-4%,?,-7%
Cc1ccc2c(CC(=O)Nc3c(C(=O)c4ccc(F)cc4)oc4ccccc34)coc2c1,i,29%,-9%
COc1cc(CNC(=O)c2ccc3nc(CCc4ccccc4)oc3c2)cc(OC)c1OC,-3%,13%,?
CCCCCCc1cc2cc(-c3cn4c(n3)sc3cc(OC)ccc34)c(=O)oc2cc1O,-14%,-3%,29%
Cc1ccc(CNC(=O)Cn2c(SCC(=O)Nc3ccc(F)cc3)nc3ccccc32)cc1,i,14%,7%
O=C(Nc1ccccc1F)c1oc2ccccc2c1NC(=O)c1c(F)cccc1F,-51%[inhibitor],16%,-9%

# Record cards, as listed above. Order of values: PTHR1 agonist, TDP43 rescue, FUS suppressor
# `COC(=O)CC1Oc2ccccc2-n2cc(-c3ccccc3)nc21` (stereo not drawn) is listed with -4%, 21%, 18%
# `CCc1cc2c(cc3c(=O)n(CC(=O)N4CCCCC4)nc(CC)n32)s1` is listed with i, 9%, 16%
# `O=C(Nc1ccccc1F)c1oc2ccccc2c1NC(=O)c1c(F)cccc1F` is listed with -51%[inhibitor], 16%, -9%

# The results go on:
SMILES,PTHR1 agonist,TDP43 rescue,FUS suppressor
O=C(Cn1cc(S(=O)(=O)N2CCCC2)c(S(=O)(=O)N2CCCC2)c1)Nc1cccc(F)c1,-15%,24%,24%
CCc1ccc(NC(=O)CSc2nc3c(c(=O)[nH]2)CN(Cc2ccc(C)cc2)CC3)cc1,-10%,4%,?
CCCCOc1ccc(CNC(=O)C2CCN(c3nnc(-n4cccc4CNc4ccc(C)cc4)s3)CC2)cc1,-74%[inhibitor],9%,34%
CNS(=O)(=O)c1cn(CC(=O)N2CCN(c3cc(C)ccc3C)CC2)cc1S(=O)(=O)NC,-1%,10%,17%
COc1ccc2c(c1)c(=O)c(S(=O)(=O)c1ccc(Cl)cc1)cn2C,-5%,25%,20%
COc1cccc(CNC(=O)Cn2ncc3c4ccccc4n(Cc4ccccc4)c3c2=O)c1,i,22%,-25%
O=C(Cn1ccn(-c2cccc(Cl)c2)c(=O)c1=O)NCCc1ccccc1,i,12%,-7%
COc1cccc(-n2c(-c3ccccc3F)nc3c(cnn3-c3ccc(C)cc3)c2=O)c1,21%,-8%,16µM*
CCCN1CN=C(NS(=O)(=O)c2ccc(NC(C)=O)cc2)NC1,i,4%,-1%
CCOC(=O)c1cc2c(=O)n3ccccc3nc2n(C)c1=NC(=O)c1cc2ccccc2o1,i,13%[9.22 µM],-8%
CC(=O)N1CCc2c(sc3c2c(=O)n(CCc2ccccc2)c(=O)n3CC(=O)Nc2ccc(C)c(F)c2)C1,-5%,7%,12%
CCc1nnc2c(Nc3cc(OC)c(Cl)cc3OC)nc3ccccc3n12,7%,21%,7%
Cc1ccc2c(Sc3ccc(Cl)cc3)c(C(=O)NCCC(C)C)[nH]c2c1,i,4%,-23%
CC(C)(C)c1ccc(-c2nc(SCCOc3ccc(Cl)cc3)n3[nH]c(=O)cc3n2)cc1,i,-6%,13%
Cc1ccc(NC(=O)N2CC=C(c3c[nH]c4ccccc34)CC2)cc1Cl,-36%[inhibitor],-46%[inhibitor],36%

# Next part; the last seven above are carried over.
SMILES,PTHR1 agonist,TDP43 rescue,FUS suppressor
CCCN1CN=C(NS(=O)(=O)c2ccc(NC(C)=O)cc2)NC1,i,4%,-1%
CCOC(=O)c1cc2c(=O)n3ccccc3nc2n(C)c1=NC(=O)c1cc2ccccc2o1,i,13%[9.22 µM],-8%
CC(=O)N1CCc2c(sc3c2c(=O)n(CCc2ccccc2)c(=O)n3CC(=O)Nc2ccc(C)c(F)c2)C1,-5%,7%,12%
CCc1nnc2c(Nc3cc(OC)c(Cl)cc3OC)nc3ccccc3n12,7%,21%,7%
Cc1ccc2c(Sc3ccc(Cl)cc3)c(C(=O)NCCC(C)C)[nH]c2c1,i,4%,-23%
CC(C)(C)c1ccc(-c2nc(SCCOc3ccc(Cl)cc3)n3[nH]c(=O)cc3n2)cc1,i,-6%,13%
Cc1ccc(NC(=O)N2CC=C(c3c[nH]c4ccccc34)CC2)cc1Cl,-36%[inhibitor],-46%[inhibitor],36%
COc1ccccc1CNC(=O)C1CCN(S(=O)(=O)Cc2ccccc2)CC1,-50%[inhibitor],8%,-3%
Cc1ccc(OCCCn2c(CCNC(=O)C3CCCCC3)nc3ccccc32)c(C)c1,-24%,-4%,4%
Cc1ccc(NC(=O)Cn2cc(S(=O)(=O)N3CCC(C)CC3)c3ccccc3c2=O)c(Br)c1,-6%,21%,-40%
COc1ccccc1CNC(=O)C(=O)NCC(c1ccco1)S(=O)(=O)c1cccs1 (stereo not drawn),-24%,6%,-4%
COc1ccccc1CNC(=O)Cn1nc(C)n2cccc2c1=O,i,-4%,-2%
O=C(COc1ccc(Cl)cc1Cl)Nc1ccc(C(=O)OC2CCCCC2)cc1,-32%[inhibitor],-1%,-6%
COc1cccc(Nc2nc3c(S(=O)(=O)c4cc(C)ccc4C)nnn3c3ccsc23)c1,31%,3%,-8%
COc1ccc(-c2ccc3c(N)c(C(=O)Nc4ccc(C)cc4C)sc3n2)cc1OC,0%,-21%,21%
CCC(Oc1ccc(F)cc1)C(=O)Nc1c(C(=O)c2ccc(C)cc2)oc2ccccc12 (stereo not drawn),-1%,-2%,-8%
CCOC(=O)c1ccc(NC(=O)CN2C(=O)C(C)(C)c3ccccc32)cc1,i,29%,26%
Cc1cc(Cl)ccc1NC(=O)CSc1nc2c(c(=O)[nH]1)CCC2,?,-13%,-11%
Cc1ccc(-c2cc(C(=O)OCC(=O)c3ccccc3)c3cccc(Cl)c3n2)cc1,i,-2%,13%
Cc1cccc(OCc2nc(C#N)c(NCc3ccccc3Cl)o2)c1,-15%,28µM*,41%
CCOc1ccc(NC(=O)CN2C(=O)COc3ccc(S(=O)(=O)Nc4ccccc4)cc32)cc1,-16%,12%,?
CCCc1cc(=O)[nH]c(SCC(=O)N2CCN(c3ccccc3OC)CC2)n1,-22%,11%,22%
CCOC(=O)c1ccc(NC(=O)Cn2c(=O)cc(C(F)(F)F)c3c(C)nn(C)c32)cc1,i,19%,-9%
Cc1cccc(N2CCN(S(=O)(=O)c3cc(C(=O)Nc4ccc(Oc5ccccc5)cc4)ccc3F)CC2C)c1 (stereo not drawn),-19%,9%,31%
Cn1c(=O)c2c(SCC(=O)NCc3ccco3)nc(-c3ccccc3F)nc2n(C)c1=O,i,25%[9.22 µM],-15%
Cc1ccc(/C=C/c2onc(C)c2S(=O)(=O)N2CCC(C(=O)NCc3ccc(C)o3)CC2)cc1,-10%,14%,15%
CCC1CCCCN1C(=O)c1nn(-c2ccc(C)cc2)c(=O)c2c1c1ccccc1n2C (stereo not drawn),-22%,4%,?
CCN1C(C(=O)c2ccccc2)=C(OC(=O)COc2ccc(C)cc2)c2ccccc2S1(=O)=O,-65%[inhibitor],?,11%
COc1ccc(CNC(=O)Cc2c(C)c3c(cc(C)c4c(C)c(C)oc43)oc2=O)cc1,12%,5%,-14%
COc1ccc(C(=O)Nc2cc(-c3nc4ccccc4s3)ccc2OC)cc1,?,-7%,-10%
CCOc1ccc(NC(=O)Nc2nnc(N3CCCCC3C)s2)cc1 (stereo not drawn),-23%,23%,-21%
COc1ccc(OC)c(NC(=O)CSC2=Nc3ccccc3C3=NC(CCC(=O)NCc4ccccc4)C(=O)N23)c1 (stereo not drawn),i,1%,35%
CC(C)OCCCNC(=O)CCCN1C(=O)CCn2nc(-c3cccn3C)cc21,-14%,5%,2%
COc1cccc(CCNC(=O)c2cnc3sc(N4CCOCC4)nn3c2=O)c1,18%,9%,-21%
Cc1cc(-c2ccc(C)c(S(=O)(=O)N3c4ccccc4CC3C)c2)on1 (stereo not drawn),-42%[inhibitor],-2%,33%
CCCS(=O)(=O)c1ncc(Cl)c(C(=O)Nc2scc(-c3ccccc3)c2C(=O)OCC)n1,-27%,?,28%
COc1ccc(CNC(=O)c2cccn2-c2nnc(N3CCCCC3)s2)c(OC)c1,i,-5%,22%

# An excerpt from above in order of the FUS suppressor value, smallest number first.
SMILES	FUS suppressor
CC(C)OCCCNC(=O)CCCN1C(=O)CCn2nc(-c3cccn3C)cc21	2%
CCCS(=O)(=O)c1ncc(Cl)c(C(=O)Nc2scc(-c3ccccc3)c2C(=O)OCC)n1	28%
Cc1cccc(N2CCN(S(=O)(=O)c3cc(C(=O)Nc4ccc(Oc5ccccc5)cc4)ccc3F)CC2C)c1 (stereo not drawn)	31%

# More records follow:
SMILES,PTHR1 agonist,TDP43 rescue,FUS suppressor
CCc1ccc(NC(=O)[C@H](CSCc2ccccc2)N2Cc3ccccc3C2=O)cc1,-35%[inhibitor],28%,-29%
COc1ccc(C)cc1NC(=O)c1cnc2ccc(C)cn2c1=O,-24%,24%,-6%
COc1ccccc1Cn1cc(C(=O)c2ccc(C)cc2)c(=O)c2cc3c(cc21)OCCO3,i,18%,-6%
CCOC(=O)c1c(NC(=O)c2noc3c2CC(C(C)(C)C)CC3)sc2c1CCCC2 (stereo not drawn),i,8%,-19%
CCS(=O)(=O)N1CCc2cc(C(=O)Nc3ccc(Br)cc3F)ccc21,-31%[inhibitor],-3%,-1%
Cc1c(NC(=O)C(F)(F)F)ccc2nc3c(=O)n(C)c(=O)n(C)c3nc12,i,23%,-9%
CCOc1cc(C2C(C(=O)OC)=C(C)NC3=C2C(=O)c2ccccc23)ccc1OC (stereo not drawn),-50%[inhibitor],?,7%
CCOC(=O)c1ccc(NC(=O)Cc2ccc(-n3c(CC)nc4cccnc43)cc2)cc1,i,7%,27%
COc1ccc(N2CCN(C(=O)c3cc(-c4ccc(C)c(F)c4)on3)CC2)cc1,-43%[inhibitor],0%,-10%
CC(C)CCN(Cc1ccco1)C(=O)c1cc2c(Cl)nc3ccccc3c2s1,-50%[inhibitor],-3%,8%
COc1cc(NC(=O)CSc2nc3nc(C)c(Cc4ccccc4)c(C)n3n2)cc(OC)c1,-34%[inhibitor],22%,?
O=S(=O)(Nc1ccc(-c2ccc(N3CCCC3)nn2)cc1)c1ccc(Br)cc1,-54%[inhibitor],-5%,23%
